FXIa single inh = inhibitors of human coagulation factor XIa. P03951. purified human FXIa, fluorogenic AMC substrate cleavage. inhibition, % at 10 µM. 33,000 tested, 0.3% active;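 active means inhibition above 40% in the primary screen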;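 further: 0% = enzyme without compound and 100% = blank wells lacking enzyme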
FXIIa inh = inhibitors of human coagulation factor XIIa | P00748 | purified human FXIIa, AMC substrate fluorescence, 2 h | inhibition, % at 10 µM | 33,000 tested, 0.2% active; in the data active means inhibition above about 30%;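 further: 0% = enzyme with vehicle only and 100% = no enzyme blank; many of its hits are not listed in these tables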
Target sequence (P00748 20-372 limits assumed): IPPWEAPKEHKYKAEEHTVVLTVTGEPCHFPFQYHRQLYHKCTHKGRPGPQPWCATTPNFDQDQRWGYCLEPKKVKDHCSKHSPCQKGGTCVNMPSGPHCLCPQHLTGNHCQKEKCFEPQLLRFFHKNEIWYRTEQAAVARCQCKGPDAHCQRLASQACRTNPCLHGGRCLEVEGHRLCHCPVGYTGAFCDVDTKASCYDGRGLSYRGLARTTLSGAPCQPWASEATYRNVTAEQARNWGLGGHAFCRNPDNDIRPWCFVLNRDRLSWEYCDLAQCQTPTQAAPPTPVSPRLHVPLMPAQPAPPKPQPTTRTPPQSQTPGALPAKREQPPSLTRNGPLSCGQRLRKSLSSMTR
Target sequence (P00748 373-615 limits assumed): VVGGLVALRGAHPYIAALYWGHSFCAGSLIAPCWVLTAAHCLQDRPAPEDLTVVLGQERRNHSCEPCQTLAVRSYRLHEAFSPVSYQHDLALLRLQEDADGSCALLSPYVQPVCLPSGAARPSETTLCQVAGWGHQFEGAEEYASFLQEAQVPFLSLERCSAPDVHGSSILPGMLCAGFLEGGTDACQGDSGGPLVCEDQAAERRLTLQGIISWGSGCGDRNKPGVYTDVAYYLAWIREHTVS
Starred values were filed as active, the others as inactive; & = joins results of further samples. Not all compounds are listed (hit frequency here may not be typical).

Molecule	FXIa single inh	FXIIa inh
CC(Cc1ccccc1)[n+]1cc(/N=C(\[O-])Nc2ccccc2)on1 (stereo not drawn)	-3.9	10.8
Cc1ccc(Cn2nnnc2CN2CCC(n3nnc4ccccc43)CC2)cc1	4.3	1.1
CC1(C)COC(Nc2cccc(Cl)c2)=N1	10.1	6.8
CCOC(=O)C1=C(C)OC(N)=C(C#N)C12C(=O)Nc1ccc(C)cc12 (stereo not drawn)	-3.2	3.5
Cc1cc2c(C(C)C)c(O)c(O)c(C=O)c2c(O)c1-c1c(C)cc2c(C(C)C)c(O)c(O)c(C=O)c2c1O	2.9&12.9	9.8&10.1
CCC(COC(=O)NC)NC(=O)Oc1ccccc1 (stereo not drawn)	6.6	5.1
CC1CN=C(NCc2ccccc2)S1 (stereo not drawn)	-5.7	7.7
C#CCN(C)C(C)Cc1ccccc1 (stereo not drawn)	3.8	4.4
Cc1ccc2c(c1)C1CN(C)CCC1N2C(=O)c1ccco1 (stereo not drawn)	2.4	0.8
CN(C)C(=O)NC(O)C(Cl)(Cl)Cl (stereo not drawn)	14.0	-13.8

The closing 2 compounds of the section above come first, to join the parts.
Molecule	FXIa single inh	FXIIa inh
Cc1ccc2c(c1)C1CN(C)CCC1N2C(=O)c1ccco1 (stereo not drawn)	2.4	0.8
CN(C)C(=O)NC(O)C(Cl)(Cl)Cl (stereo not drawn)	14.0	-13.8
OCCNc1c2c(nc3ccccc13)CCCC2	-3.3	3.4
CCCCOc1ccc(CN2CCN(CC)CC2)cc1	-2.6	14.6
C=CCn1c(O)c(C(C)=NCCc2ccccc2)c(=O)[nH]c1=O	-0.9	7.2
CC(C)n1cc(C(=O)N(CC(=O)NC(C)(C)C)Cc2ccccc2)cn1	4.9	4.7
CCN(c1ccc(C(O)(C(=O)OC)C(F)(F)F)cc1)S(=O)(=O)c1ccc(C)cc1 (stereo not drawn)	5.7	5.8
CCCCCCn1c(N)c(C(=O)NCCN2CCOCC2)c2nc3ccccc3nc21	4.7	-37.5

Of the compounds above, four have a carbonyl joined to an NH by a bond outside any ring.
Molecule	FXIa single inh	FXIIa inh
CCC(COC(=O)NC)NC(=O)Oc1ccccc1 (stereo not drawn)	6.6	5.1
CN(C)C(=O)NC(O)C(Cl)(Cl)Cl (stereo not drawn)	14.0	-13.8
CC(C)n1cc(C(=O)N(CC(=O)NC(C)(C)C)Cc2ccccc2)cn1	4.9	4.7
CCCCCCn1c(N)c(C(=O)NCCN2CCOCC2)c2nc3ccccc3nc21	4.7	-37.5
